ERG Ets-DNA blk = blocks human ERG Ets domain binding to DNA | P11308 | fluorescence polarization, His-ERG Ets domain / labelled DNA | Potency, µM (highest dose often 76.9 µM), for the others: top-dose FP activity, negative = inhibition, most hits filed as inhibitors | 370,000 tested, 0.028% active; active = well fitted inhibition curve with a large enough effect in the polarisation, with a control signal flat; inconclusive = small, poorly fitted or top-dose-only effect, or effect the other way, or a change in a side signal; inactive = no such curve, though single readings can be large or run the other way; the % refers to the polarisation;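 note: polarization taken with two DNA probes labelled with fluorescein and Texas red; potency is the fitted concentration of half-maximal effect; % of control where 0% means no effect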
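His-tagged ERG Ets domain (1 uM in the protein solution; 300mM KCl, 50mM Tris-HCl, 1mM EDTA, 1mM DTT, pH 7.5) received compound, then a probe mix of 5 nM fluorescein-DNA and 100nM Texas-615-DNA. Fluorescence polarization was read for both dyes.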
POLH inh = blocks human DNA polymerase eta activity. recombinant Pol eta, fluorescent DNA replication assay. 390,000 tested, 1.2% active. Potency, µM (doses to about 114 µM), without a hit: top-dose activity change, negative = inhibition, actives largely listed as inhibitors. AID 588591. Q9Y253; note: potency is the fitted concentration of half-maximal effect; % is set by controls: 0 for no effect and ±100 for the full control effect
Target sequence (Q9Y253 whole entry, looked up): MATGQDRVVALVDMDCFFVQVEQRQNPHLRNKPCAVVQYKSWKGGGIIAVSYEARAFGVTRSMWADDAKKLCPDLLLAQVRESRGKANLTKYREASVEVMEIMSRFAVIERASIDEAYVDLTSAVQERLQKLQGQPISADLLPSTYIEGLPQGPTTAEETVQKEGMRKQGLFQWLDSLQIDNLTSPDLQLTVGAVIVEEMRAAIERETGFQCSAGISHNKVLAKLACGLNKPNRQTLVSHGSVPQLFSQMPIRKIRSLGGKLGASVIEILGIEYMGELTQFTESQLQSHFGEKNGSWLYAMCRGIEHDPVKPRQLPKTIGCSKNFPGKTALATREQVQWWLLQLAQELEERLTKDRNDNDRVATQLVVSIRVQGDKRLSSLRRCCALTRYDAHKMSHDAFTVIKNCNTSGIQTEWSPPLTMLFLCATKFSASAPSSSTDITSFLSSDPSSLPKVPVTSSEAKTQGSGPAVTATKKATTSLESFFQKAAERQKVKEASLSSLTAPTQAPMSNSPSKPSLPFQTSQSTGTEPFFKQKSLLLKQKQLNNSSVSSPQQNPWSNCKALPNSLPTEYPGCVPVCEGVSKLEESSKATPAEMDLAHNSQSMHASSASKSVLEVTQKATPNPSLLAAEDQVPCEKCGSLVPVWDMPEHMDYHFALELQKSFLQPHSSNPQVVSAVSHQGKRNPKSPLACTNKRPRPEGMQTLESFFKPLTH
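Pol eta (10 nM) was preincubated with compounds for 15 min at room temperature, after which fluorescent replication substrate (50 nM final) was added to start the reaction. Fluorescence was read kinetically at 0 and 10 min.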
APEX1 inh = inhibitors of human APE1 endonuclease | AID 2517 | Potency, µM (top dose mostly 65.8 µM), for the others: at the top dose activity change, negative = inhibition, actives largely listed as inhibitors | recombinant APE1, TAMRA/BHQ-2 abasic DNA cleavage fluorescence | P27695 | 350,000 tested, 0.35% active;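 note: potency is the fitted concentration of half-maximal effect; plate controls were vehicle for no effect and reference inhibitor for full effect; nearly all actives have a fitted effect of over 55% in size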
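APE1 at 0.75 nM final was preincubated with compound 15 min at room temperature, then 50 nM double-stranded THF abasic-site substrate (5'-TAMRA/3'-BHQ-2) was added. Fluorescence (ex 525/em 598 nm) was read kinetically; third-minus-first read gave activity.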
ALOX12 inh = blocks human arachidonate 12S-lipoxygenase; P18054; purified 12hLO, xylenol orange hydroperoxide absorbance; Potency, µM (top dose mostly 108 µM), for the others: top-dose activity change, negative = inhibition, most hits filed as inhibitors; 580,000 tested, 1.1% active; AID 1671190; note: potency is the fitted concentration of half-maximal effect; % is set by controls: 0 for no effect and ±100 for the full control effect
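Purified human 12hLO (150 nM final) in 25 mM Hepes, 0.01% Triton X-100, pH 7.0 was preincubated 15 min at room temperature with compound. Then 40 uM arachidonic acid was added, 30 min. Hydroperoxide was read by Fe-XO absorbance ratio 573/405 nm.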
Apoferritin bind = candidate novel general anesthetic via apoferritin binding; AID 485281; Potency, µM (doses to about 77.5 µM), inactives show at the top dose activity change, negative = displacement, usual class: inhibitors; apoferritin/1-aminoanthracene competitive binding, fluorescence; 350,000 tested, 0.074% active; P02791; note: potency is the fitted concentration of half-maximal effect; % is set by controls: 0 for no effect and ±100 for the full control effect; nearly all actives have a fitted effect of over 20% in size
Target sequence (P02791 2-175 limits assumed): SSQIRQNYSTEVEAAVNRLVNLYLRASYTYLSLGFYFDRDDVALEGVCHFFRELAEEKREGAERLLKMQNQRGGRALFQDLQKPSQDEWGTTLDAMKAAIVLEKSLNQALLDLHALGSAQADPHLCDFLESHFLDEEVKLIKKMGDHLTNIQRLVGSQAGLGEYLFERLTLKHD
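In PBS, apoferritin at 10 uM is loaded with 1-AMA from a 50% saturated solution. After 10 min of compound exposure at ambient temperature, reduced 535 nm fluorescence indicates probe displacement.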
LDHA inh = LDHA (human) enzyme inhibition | P00338 | purified LDHA, NADH/diaphorase-resazurin fluorescence; hits give low values | activity change, % (values are at about 110 or 230 µM) | 480,000 tested, 0.15% active | AID 1347041; in the data active = activity change below about -30%; inconclusive = mostly about -25% to -30%;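 note: plate controls were DMSO wells for no effect and wells without enzyme for full effect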
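Human LDH5 (2 nM) was incubated with 0.06 mM NADH and 0.2 mM pyruvate for 5 min at room temperature in Tris pH 7.4. Remaining NADH was coupled through diaphorase/resazurin, and resorufin fluorescence was read at 0 and 20 min.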
Pol kappa inh = blocks human DNA polymerase kappa activity; Q9UBT6; purified Pol kappa, fluorescent DNA synthesis assay, 10 min; Potency, µM (highest dose often 107 µM), without a hit: at the top dose activity, negative = inhibition, hits mostly inhibitors; 400,000 tested, 0.53% active; AID 588579; note: potency is the fitted concentration of half-maximal effect; % is set by controls: 0 for no effect and ±100 for the full control effect
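10 nM Pol kappa preincubated 15 min at room temperature with compounds, then reaction started with substrate at 50 nM final. Fluorescence read kinetically at 0 and 10 min; buffer-only wells served as negative control.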
RGS4 inh = human RGS4 inhibition. P49798. Transcreener GDP fluorescence polarization, RGS4-accelerated GTP hydrolysis. Potency, µM (series often up to 114 µM), for inactives: at the top dose activity change, negative = inhibition, usual class: inhibitors. 390,000 tested, 0.039% active; note: potency is the fitted concentration of half-maximal effect; % is set by controls: 0 for no effect and ±100 for the full control effect; nearly all actives have a fitted effect of over 75% in size; some results filed as inactive show a strong effect at the top dose
Target sequence (P49798 whole entry, looked up): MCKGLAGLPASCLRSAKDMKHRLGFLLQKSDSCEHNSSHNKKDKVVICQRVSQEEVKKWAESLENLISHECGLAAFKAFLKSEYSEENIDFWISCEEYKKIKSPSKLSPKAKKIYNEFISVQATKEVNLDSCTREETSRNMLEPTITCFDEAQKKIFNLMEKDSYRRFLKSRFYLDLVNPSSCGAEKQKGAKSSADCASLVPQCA
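MLSMR compounds (23 nl, pin-transferred) preincubated 10 min at room temperature with a 500nM (2x) first reagent, then RGS4 at 900nM (2x) plus Transcreener GDP mix added; fluorescence polarization (620/688 nm) read before and after 90 min at 30 °C.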
Pol beta inh = DNA polymerase beta (human) inhibition; Pol beta primer extension/strand displacement, fluorescence kinetic; Potency, µM (titrated, usually from 114 µM), for inactives: at the top dose activity change, negative = inhibition, usual class: inhibitors; 340,000 tested, 1.3% active; note: potency is the fitted concentration of half-maximal effect; % is set by controls: 0 for no effect and ±100 for the full control effect
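Enzyme-only controls used 10 nM Pol beta; buffer lacking enzyme served as negative control. Compound preincubated 15 min, then 50 nM substrate added; 0 and 10 min reads at room temperature.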
Numbers without * were called inactive; [ ] = remark or other dose. Unless noted, calls come from the whole dose curve; as a rule, active = well fitted curve in the direction sought with a large enough effect; inconclusive = small, poorly fitted or top-dose-only effect, or another doubt; inactive = no such curve, though single readings can be large; an effect the other way counts as inactive or inconclusive. Some of the compounds tested (hit frequency here may not be typical).

Screening C=CCNC(=O)C1CCN(S(=O)(=O)c2ccccc2)CC1 returned ERG Ets-DNA blk 1%, POLH inh -19%, APEX1 inh -2%, ALOX12 inh inconclusive, Apoferritin bind 3%, LDHA inh -4, Pol kappa inh -1%, RGS4 inh -14% and Pol beta inh -26%.
For CC(C)(C)c1ccc(C(=O)Nc2ccccc2C(=O)NCCN2CCOCC2)cc1 the results were ERG Ets-DNA blk 12%, POLH inh -14%, APEX1 inh 31%, ALOX12 inh -13%, Apoferritin bind -8%, LDHA inh 0, Pol kappa inh 13%, RGS4 inh -9%[56.9 µM] and Pol beta inh -1%.
Screening O=C(c1ccco1)N1CCN(Cc2cccc([N+](=O)[O-])c2)CC1 returned ERG Ets-DNA blk -5%, POLH inh -3%, APEX1 inh 0%, ALOX12 inh inconclusive, Apoferritin bind -14%, LDHA inh inconclusive, Pol kappa inh 3%, RGS4 inh 8% and Pol beta inh inconclusive.
Screening CN(CC(=O)NCc1ccncc1)S(=O)(=O)c1ccc2ccccc2c1 returned ERG Ets-DNA blk -13%, POLH inh -17%, APEX1 inh 3%, ALOX12 inh -7%, Apoferritin bind -5%, LDHA inh 0, Pol kappa inh 0%, RGS4 inh -1% and Pol beta inh -1%.
Screening c1ccc(CN(CCN2CCOCC2)Cc2ccccc2)cc1 returned ERG Ets-DNA blk -2%, POLH inh -14%, ALOX12 inh -5%, LDHA inh -10, Pol kappa inh -12% and RGS4 inh -16%.
`FC(F)(F)c1cccc(Cc2noc(CN3C[C@@H]4CCC[C@H]3C4)n2)c1` gave ERG Ets-DNA blk -8%, POLH inh -22%, APEX1 inh 4%, ALOX12 inh 3%, Apoferritin bind -18%, LDHA inh 0, Pol kappa inh 4%, RGS4 inh 18% and Pol beta inh 21%.
For CC(C)(C)OC(=O)CN1C(=O)NC(Cc2c[nH]c3ccccc23)C1=O (centres undefined) the results were ERG Ets-DNA blk -1%, POLH inh -5%, APEX1 inh 4%, ALOX12 inh 0%, Apoferritin bind -3%, LDHA inh 3, Pol kappa inh 6%, RGS4 inh 13% and Pol beta inh inconclusive.
Screening CC(=C/c1ccccc1)/C=N/n1c(-c2ccco2)n[nH]c1=S returned ERG Ets-DNA blk 6%, POLH inh -2%, APEX1 inh 2%, ALOX12 inh inconclusive, Apoferritin bind inconclusive, LDHA inh 0, Pol kappa inh -9%, RGS4 inh inconclusive and Pol beta inh -1%.
Screening Cc1cc(C)cc(NC(=O)C(NCC2CCCO2)c2ccccc2)c1 (centres undefined) returned ERG Ets-DNA blk -7%, POLH inh inconclusive, APEX1 inh 9%, ALOX12 inh -11%, Apoferritin bind -23%, LDHA inh -15, Pol kappa inh -3%, RGS4 inh -41% and Pol beta inh 1%.
COc1ccccc1/C=C1\SC(=S)N(CCC(=O)Nc2nnc(C)s2)C1=O was read as ERG Ets-DNA blk 5%, POLH inh -1%, APEX1 inh 4%, ALOX12 inh -9%, Apoferritin bind 4%, LDHA inh -4, Pol kappa inh -18%, RGS4 inh 15% and Pol beta inh 27%.
Screening COc1cc(C(=O)Nc2ccc3oc(-c4ccc(C)c(Br)c4)nc3c2)cc(OC)c1OC returned ERG Ets-DNA blk 5%, POLH inh -7%, ALOX12 inh -16%, Apoferritin bind -7%, LDHA inh 1, Pol kappa inh 2%, RGS4 inh -2% and Pol beta inh -12%.
Screening COc1ccc(CCNC(=O)C/C(C)=N/NC(=O)c2ccc(Cl)cc2Cl)cc1OC returned ERG Ets-DNA blk -9%, POLH inh -18%, APEX1 inh 52%[activator], ALOX12 inh -3%, Apoferritin bind -10%, LDHA inh 0, Pol kappa inh 11%, RGS4 inh -13% and Pol beta inh -3%.
Screening Cc1ccc(C)c(S(=O)(=O)c2nnn3c2nc(Nc2ccc(F)c(Cl)c2)c2sccc23)c1 returned ERG Ets-DNA blk 0%, POLH inh -5%, ALOX12 inh 0%, Apoferritin bind -3%, LDHA inh 5, Pol kappa inh -6%, RGS4 inh 8% and Pol beta inh 1%.
`C/C(=N\NC(=O)c1c[nH]c2ccccc12)c1ccco1` gave POLH inh -11%, APEX1 inh 23%, ALOX12 inh -5%[57.4 µM], Apoferritin bind -4%, LDHA inh 0, Pol kappa inh -9%, RGS4 inh 3% and Pol beta inh 7%.
Screening CCOC(=O)c1c(C)[nH]c(C)c1C(=O)CSc1nc2ccccc2c(=O)n1-c1ccc(CC)cc1 returned ERG Ets-DNA blk 9%, POLH inh -28%, APEX1 inh 4%, ALOX12 inh -19%, Apoferritin bind -16%, LDHA inh -1, Pol kappa inh 2%, RGS4 inh 2% and Pol beta inh 22%.
CC(=O)Nc1ccc(NC(=O)C(C)OC(=O)C2CC3C=CC2C3)cc1 (centres undefined) was read as ERG Ets-DNA blk -2%, POLH inh -13%, APEX1 inh -1%, ALOX12 inh 18%, Apoferritin bind 0%, LDHA inh -8, Pol kappa inh -13%, RGS4 inh 14% and Pol beta inh 4%.
Screening CSc1cccc(NC(=O)c2ccc(CN3CCc4ccccc4C3)cc2)c1 returned ERG Ets-DNA blk -5%, POLH inh -1%, APEX1 inh -6%, ALOX12 inh 0%, Apoferritin bind 4%, LDHA inh -8, Pol kappa inh -15%, RGS4 inh 8% and Pol beta inh 28%.
For C=CCN(CC=C)S(=O)(=O)c1ncn[nH]1 the results were ERG Ets-DNA blk -10%, POLH inh 8.9µM*, APEX1 inh -5%, ALOX12 inh 0%, Apoferritin bind -6%, LDHA inh 1, Pol kappa inh inconclusive, RGS4 inh 12% and Pol beta inh inconclusive.
For COc1cccc(/C=N/NC(=O)c2c(C)nc3ccc(Cl)cn23)c1OC the results were ERG Ets-DNA blk -4%, POLH inh -13%, APEX1 inh 29%, ALOX12 inh inconclusive, Apoferritin bind 4%, LDHA inh -9, Pol kappa inh -16%, RGS4 inh -6% and Pol beta inh inconclusive.
For CC1=NN(C(=O)c2ccc(C)cc2)C(O)(C(F)(F)OC(F)(F)F)C1 (centres undefined) the results were ERG Ets-DNA blk -6%, POLH inh -16%, APEX1 inh 3%, ALOX12 inh 11%, Apoferritin bind inconclusive, LDHA inh 5, Pol kappa inh -4%, RGS4 inh -21% and Pol beta inh 9%.
CCOc1ccccc1CNC(=O)CCc1c(C)nn(-c2ccc(N3CCOCC3)nn2)c1C was read as ERG Ets-DNA blk -7%, POLH inh -4%, ALOX12 inh -23%, Apoferritin bind -4%, LDHA inh -8, Pol kappa inh 0%, RGS4 inh -2% and Pol beta inh -1%.
Screening COC(=O)[C@@H](NCc1ccc(B(O)O)cc1)C(C)C returned ERG Ets-DNA blk -7%, POLH inh 1%, ALOX12 inh 1%, LDHA inh -7, Pol kappa inh -11% and RGS4 inh -16%.
COc1ccc(-c2csc3ncnc(N4CCN(C(=O)c5ccco5)CC4)c23)cc1 was read as ERG Ets-DNA blk -2%, POLH inh -11%, APEX1 inh 10%, ALOX12 inh inconclusive, LDHA inh -1, Pol kappa inh 2% and RGS4 inh inconclusive.
COc1cccc(/C=N/n2c(COc3ccccc3)n[nH]c2=S)c1O was read as ERG Ets-DNA blk -10%, POLH inh -18%, APEX1 inh 12%, ALOX12 inh 16%, Apoferritin bind -18%, LDHA inh 1, Pol kappa inh -2%, RGS4 inh -40% and Pol beta inh 1%.

Copied from the entries so far for reference:
COc1ccc(-c2csc3ncnc(N4CCN(C(=O)c5ccco5)CC4)c23)cc1 was read as ERG Ets-DNA blk -2%, POLH inh -11%, APEX1 inh 10%, ALOX12 inh inconclusive, LDHA inh -1, Pol kappa inh 2% and RGS4 inh inconclusive.
COc1cccc(/C=N/n2c(COc3ccccc3)n[nH]c2=S)c1O was read as ERG Ets-DNA blk -10%, POLH inh -18%, APEX1 inh 12%, ALOX12 inh 16%, Apoferritin bind -18%, LDHA inh 1, Pol kappa inh -2%, RGS4 inh -40% and Pol beta inh 1%.

Continuation:
NC(=O)CSc1nnc(-c2cccs2)n1-c1ccccc1 was read as ERG Ets-DNA blk 10%, POLH inh -1%, APEX1 inh -2%, ALOX12 inh -9%, Apoferritin bind -4%, LDHA inh -2, Pol kappa inh -22%, RGS4 inh 7% and Pol beta inh 8%.
O=C(c1ccco1)n1nc(-c2cccnc2)nc1NCc1ccco1 was read as ERG Ets-DNA blk -4%, POLH inh -14%, APEX1 inh -1%, ALOX12 inh 49%[activator], Apoferritin bind -8%, LDHA inh -4, Pol kappa inh -2%, RGS4 inh -24% and Pol beta inh -18%.
`N#Cc1c(NC(=O)CSc2nc(N)cc(=O)[nH]2)sc2c1CCCC2` gave ERG Ets-DNA blk 6%, POLH inh 4%, APEX1 inh 27%, ALOX12 inh -30%, Apoferritin bind -15%, LDHA inh -1, Pol kappa inh -28%, RGS4 inh 1% and Pol beta inh -18%.
`COc1cccc(NC(=O)CSC2=C(C#N)C(c3ccco3)C3=C(CCCC3=O)N2)c1` (centres undefined) gave ERG Ets-DNA blk -4%, POLH inh -4%, APEX1 inh -3%, ALOX12 inh -14%, Apoferritin bind -14%, LDHA inh -4, Pol kappa inh -13%, RGS4 inh -4% and Pol beta inh 24%.
Screening N#Cc1cnn2c(-c3ccccc3)ccnc12 returned ERG Ets-DNA blk 9%, POLH inh -8%, APEX1 inh 4%, ALOX12 inh -10%, Apoferritin bind 57%[activator], LDHA inh 2, Pol kappa inh 5%, RGS4 inh -24% and Pol beta inh 80%.
Cc1nc(CC(=O)N2CCN(c3cccc(C)c3C)CC2)cs1 was read as ERG Ets-DNA blk -1%, POLH inh -12%, APEX1 inh 11%, ALOX12 inh 0%, Apoferritin bind -13%, LDHA inh 0, Pol kappa inh -4%, RGS4 inh -6% and Pol beta inh -6%.

Screens from PubChem.
